# mABHD4 FP = ABHD4 inhibitors, primary screen, biochemical, fluorescence polarization, mouse; inhibition, % at 8.92 µM; purified mABHD4, FP-Rh probe fluorescence polarization; (Lyso)-N-acylphosphatidylethanolamine lipase (Mus musculus), Q8VD66; hit rate 0.54% among 370,000;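 active = inhibition exceeding the mean over every tested compound plus 3 SD, cut at about 30% in these data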;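 note: 0% = plate median of compound wells and 100% = S159A mutant with DMSO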
# Target sequence (Q8VD66 whole entry, looked up): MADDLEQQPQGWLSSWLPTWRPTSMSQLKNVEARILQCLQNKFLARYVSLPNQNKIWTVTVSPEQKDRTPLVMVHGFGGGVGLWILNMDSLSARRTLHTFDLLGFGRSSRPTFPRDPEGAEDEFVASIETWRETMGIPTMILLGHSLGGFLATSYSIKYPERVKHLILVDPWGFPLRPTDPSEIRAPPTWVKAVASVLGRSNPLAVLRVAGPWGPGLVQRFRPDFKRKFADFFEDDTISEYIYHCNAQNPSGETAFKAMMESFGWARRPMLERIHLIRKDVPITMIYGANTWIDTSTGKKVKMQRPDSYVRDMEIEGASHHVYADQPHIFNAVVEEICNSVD
#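 Doses – 8.92 µM, single dose · Material – wild-type mouse ABHD4 protein · Replication – single well per compound (singlicate) · Measure – percent inhibition of probe binding, normalized to plate controls · Schedule – 45 min compound pre-incubation plus 60 min probe step, 25 °C · Detection – fluorescence polarization with parallel and perpendicular emission, 525/598 nm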
# HTRA1 inhibitor = HTRA1 serine protease inhibitors, primary screen, biochemical, fluorescence polarization, HTS. Q92743. recombinant HTRA1, FP-rhodamine activity-based probe. inhibition, % at 5.96 µM. hit rate 0.5% among 340,000; in the data active = inhibition above about 36%;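 note: 0% = enzyme with DMSO and 100% = wells lacking enzyme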
# MBD2 inh = inhibitors of MBD2 binding to methylated DNA, primary screen, biochemical, TR-FRET, DNA-binding domain, human; MBD2 binding to methylated oligonucleotide; inhibition, % at 4.4 µM; hit rate 0.31% among 370,000; in the data active = inhibition above about 13%
# Target sequence (Q9UBB5 whole entry, looked up, the tested form may be a part): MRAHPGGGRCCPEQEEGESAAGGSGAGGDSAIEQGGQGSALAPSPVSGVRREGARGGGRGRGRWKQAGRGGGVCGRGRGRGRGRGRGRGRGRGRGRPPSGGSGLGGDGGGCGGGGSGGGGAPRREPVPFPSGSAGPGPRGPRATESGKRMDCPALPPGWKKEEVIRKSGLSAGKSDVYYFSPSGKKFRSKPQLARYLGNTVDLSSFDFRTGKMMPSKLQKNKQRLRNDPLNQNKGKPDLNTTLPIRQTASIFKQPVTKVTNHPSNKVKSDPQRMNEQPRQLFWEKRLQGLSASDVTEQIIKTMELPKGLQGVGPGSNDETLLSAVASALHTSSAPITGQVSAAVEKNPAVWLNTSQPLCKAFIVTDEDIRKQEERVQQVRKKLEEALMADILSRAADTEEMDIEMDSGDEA
# UHRF1 MBD2 ctr = UHRF1 methylated DNA binding inhibitors, primary screen, counter-screen for MBD2 inhibitor project, biochemical, TR-FRET, human UHRF1, single concentration | E3 ubiquitin-protein ligase UHRF1 (Homo sapiens), Q96T88 | UHRF1 binding to methylated oligo | inhibition, % at 4.4 µM | hit rate 0.75% among 370,000; in the data active = inhibition above about 21%;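 note: UHRF1 SRA domain binding a hemimethylated CpG hairpin DNA probe; 0% = median of test compound wells and 100% = reference inhibitor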
# GC-A act = GC-A stimulated cGMP production enhancers – HEK293 GC-A cells, cGMP TR-FRET, EC30 ANP, primary screen; Atrial natriuretic peptide receptor 1 (Homo sapiens), P16066; 0% at EC30 ANP, 100% saturating ANP; activation, % at 10 µM; hit rate 0.14% among 370,000; AID 1671463, 2021; in the data active = activation above about 40%
# TCR-CD3 inh = inhibitors of human TCR-CD3 interaction, primary screen, biochemical, fluorescence, TAMRA-labeled TCR probe. hit rate 0.37% among 360,000. T-cell receptor (TCR). inhibition, % at 9.4 µM; in the data active = inhibition above about 19%;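 note: recombinant mutant TCR 2C K166C tagged with TAMRA read by polarization; 0% = receptor in buffer alone and 100% = receptor with positive control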
# GC-B act = human GC-B receptor activators, primary screen, HEK293 GC-B cells, cGMP TR-FRET, EC30 CNP. Atrial natriuretic peptide receptor 2 (Homo sapiens), P20594. hit rate 0.11% among 370,000. activation, % at 10 µM. 0% at EC30 CNP, 100% saturating CNP;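 active = activation at 10 µM reaching about 35% in either raw or pattern-adjusted values, limit read from the data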
# PRMT1 inh = PRMT1 methyltransferase inhibitors, primary screen, biochemical, fluorescence polarization | Protein arginine N-methyltransferase 1 (Homo sapiens), Q99873 | recombinant PRMT1, activity-based probe fluorescence polarization | inhibition, % at 2.79 µM | hit rate 1.3% among 370,000;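 active = inhibition above about 21% made by adding two undisclosed values, limit read from the data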
# SIAE primary = human SIAE inhibitors, primary screen, biochemical, fluorescence polarization, FP-Rh probe, 1536-well HTS; SIAE FP-Rh probe binding; inhibition, % at 9.66 µM; hit rate 0.69% among 370,000; AID 1053197, 2014;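 active = inhibition above a cutoff: mean of compounds within the control limits plus 3 SD of those, cut at about 17% in these data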;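 note: 0% = plate median of compound wells and 100% = probe without SIAE protein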
# rCAG binder = binders of r(CAG) RNA repeats, primary screen, biochemical, fluorescence | hit rate 1.3% among 370,000 | inhibition, % at 3 µM | r(CAG) RNA repeat, TO-PRO-1 dye displacement fluorescence;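 active = inhibition above the plate cutoff, the mean of all test compounds on that plate plus 3 SD, cut at about 35% in these data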;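 note: 0% = DMSO alone and 100% = 100 µM mitoxantrone as full dye displacement; higher means more dye released from RNA so lower well fluorescence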
# Active calls of the source: *; x = no result given. This is a subset, so the mix of outcomes need not match the whole.
SMILES,mABHD4 FP,HTRA1 inhibitor,MBD2 inh,UHRF1 MBD2 ctr,GC-A act,TCR-CD3 inh,GC-B act,PRMT1 inh,SIAE primary,rCAG binder
COc1ccc(OCCCON2C(=O)c3ccccc3C2=O)cc1,-1,-4,-3,-2,-2,5,-2,-1,5,-4
C=CCn1c(COc2ccccc2F)nnc1SCCN1C(=O)c2ccccc2C1=O,-1,-6,-1,0,-3,4,1,-1,6,-7
O=S(=O)(c1ccccc1)N1CCN(C2CCN(Cc3ccccc3)CC2)CC1,5,2,1,0,2,6,2,0,3,-7
C=C1C(C(=O)Nc2ccc(OCC)cc2)C1C(=O)Nc1ccc(OCC)cc1 (stereo unspecified),0,3,2,-1,-6,2,-1,0,-5,-2
Cc1ccc(CNC(=O)Cn2cnc(S(=O)(=O)N3CCC(C)CC3)c2)o1,5,8,-8,-1,1,2,-2,8,4,2
COc1cccc(CNC(=O)c2nnn(-c3ccc(OC(F)(F)F)cc3)c2N)c1,-6,-15,-3,4,6,-6,11,2,1,-4
CCN1CCN(c2ccc(S(=O)(=O)N3CCCCC3)cc2NC(=O)Cc2ccccc2F)CC1,-1,-9,4,3,0,-8,4,3,-3,-4
CC(C)CN(CC(C)C)CC(O)COc1ccc([N+](=O)[O-])cc1 (stereo unspecified),5,-1,-1,-4,-2,-6,1,-3,10,-7
Cc1c(C(=O)NCCSc2ccc(Cl)cc2)cccc1[N+](=O)[O-],6,-10,0,0,-4,10,0,-3,-1,3
CC(C)Cc1nnc(NC(=O)CS(=O)(=O)Cc2ccccc2)s1,10,6,6,0,-2,-1,-1,1,6,8
Cc1ccc(C(=O)c2ccccc2C(=O)OCC(=O)N2CC(C)CC(C)C2)cc1 (stereo unspecified),1,-10,-3,-1,-7,-1,0,-3,4,-2
O=C(CN(C(=O)CNS(=O)(=O)c1ccc(F)cc1)c1ccccc1)NCc1ccco1,4,2,3,-2,-3,2,0,-2,14,0
COc1cc([N+](=O)[O-])ccc1NC(=O)COC(=O)c1c[nH]c(=O)[nH]c1=O,-3,-4,-1,-4,-4,5,0,-4,-2,4
COc1cccc2c1OC1(N3CCOCC3)CCCCC1C2C[N+](=O)[O-] (stereo unspecified),3,6,0,0,-2,4,-4,-4,1,5
Cc1ccc(-n2nc(C)c3c2OC(N)=C(C#N)C3c2ccncc2)cc1 (stereo unspecified),22,9,-5,-8,-3,3,1,2,19*,7
COc1ccc(CNC(=O)CN(c2cc(C)cc(C)c2)S(=O)(=O)c2c(C)[nH]c(=O)[nH]c2=O)cc1,5,-1,0,-1,1,2,-2,-1,3,6
COc1cccc(C(=O)Cn2c(N3CCOCC3)nc3c2c(=O)n(C)c(=O)n3C)c1,4,6,-8,-1,1,0,0,-1,4,0
CCN(CC)CCOCCOc1cc(C)c(Cl)c(C)c1,5,2,2,-1,-5,9,0,0,8,-1
Cc1ccc(C(=O)N(Cc2cccnc2)Cc2cc3cc(C)ccc3n3nnnc23)cc1,3,-1,-1,-2,-6,2,-2,0,1,-1
CC(C)CC(NC(=O)C1CCC(C)CC1)C(=O)Nc1ccccc1F (stereo unspecified),-5,10,-3,0,-2,-8,3,3,6,-1
CCc1cccc(NC(=O)CCNC(=O)Cn2ccc3ccccc3c2=O)c1,5,-2,1,-1,0,-8,-1,-3,-4,-4
CC(C)(C)OC(=O)NCc1n[nH]c(=S)n1C1CC1,-3,11,-1,3,8,-5,0,3,1,-4
CCOc1ccc(S(=O)(=O)N(CC)CC(=O)NCc2ccccn2)cc1C,6,0,2,0,-2,2,1,-3,-3,-4
O=S1(=O)CC(N2CCN(CC3CC3)CC2)CN1CCc1ccccc1 (stereo unspecified),8,x,-7,-1,5,3,7,-2,3,1

# Reprinted from the part before: two entries, then new ones.
SMILES,mABHD4 FP,HTRA1 inhibitor,MBD2 inh,UHRF1 MBD2 ctr,GC-A act,TCR-CD3 inh,GC-B act,PRMT1 inh,SIAE primary,rCAG binder
CCOc1ccc(S(=O)(=O)N(CC)CC(=O)NCc2ccccn2)cc1C,6,0,2,0,-2,2,1,-3,-3,-4
O=S1(=O)CC(N2CCN(CC3CC3)CC2)CN1CCc1ccccc1 (stereo unspecified),8,x,-7,-1,5,3,7,-2,3,1
O=C(NC1CCCCCCC1)c1cccnc1,0,12,4,0,-3,3,3,4,-5,0
Cc1cccc(NC(=O)Cn2cnc3c(oc4nc5c(cc43)COC(C)(C)C5)c2=O)c1,5,0,1,0,-2,7,-8,-3,5,4
COCC(=O)Nc1ccc(C(C)C)cc1,-4,-2,2,-3,1,4,-1,-2,-7,-1
CN(C)C(=O)N1CCN(c2nc(-c3ccccc3)cs2)CC1,0,3,-5,0,-2,7,5,-8,3,-4
COc1ccccc1CNC(=O)C(NC(=O)Nc1ccccc1)C(C)C (stereo unspecified),5,3,3,1,2,-5,-1,3,4,0
Cc1nc2ccc(NC(=O)c3ccccc3)cc2c(=O)n1Cc1ccc(F)cc1,-14,-70,-4,-1,12,-1,13,2,-14,8
COc1ccc(NC(=S)N(CCCN2CCC(C)CC2)Cc2cccs2)cc1,-3,3,1,-2,-2,1,-3,-5,15,-5
COc1cccc(/C=N/Nc2ccc(Cl)nn2)c1OC,-1,5,-2,-1,-3,-2,-2,1,-1,-3
COc1cc2c(cc1OC)CN(Cc1cc(=O)n3cc(C)ccc3n1)CC2,-7,-1,-5,-5,1,-1,3,2,-3,6
CCOCCCNC(=O)c1cc2c(s1)-c1ccccc1SC2,-14,-26,-11,-5,1,0,-2,40*,-15,14
O=C(NCC1CCCO1)C1CCN(S(=O)(=O)c2cc(Cl)ccc2Cl)CC1 (stereo unspecified),-5,9,4,2,-1,6,2,-3,-8,-1
COc1cc2c(cc1NC(=O)CSc1ccccn1)oc1ccccc12,-3,-8,-3,-3,-1,6,4,-4,3,3
Cc1ccccc1/C=N/Nc1ccc(Cl)nn1,-5,2,4,0,3,3,3,1,8,1
Cc1nnc2c3ccccc3c(-c3ccccc3)nn12,4,-1,3,-3,9,6,-1,-2,-4,-2
CC(C)Sc1nnc([C@H](C)NC(=O)OC(C)(C)C)o1,-4,-5,0,4,4,-4,-4,3,-1,1
CN(CC(=O)NCCN1CCN(Cc2ccccc2)CC1)S(=O)(=O)c1cccc2nsnc12,-7,0,-3,0,3,-6,2,2,-2,-5
O=C(NCc1cccnc1)C(=O)NCC1OCCCN1S(=O)(=O)c1ccccc1 (stereo unspecified),4,-2,-4,-3,4,3,12,-3,0,0
COCCn1c(C)cc(C2=NNC(=Nc3ccccc3)SC2)c1C,11,16,-3,-6,6,1,2,7,6,12
O=C(NCCCNC(=O)c1ccc(F)cc1)c1ccc(F)cc1,0,-6,3,-1,3,3,1,-4,-3,-1
COC(=O)C1=C(C)N(Cc2ccccc2C(F)(F)F)C(=NCc2ccccc2)NC1c1cccc(F)c1 (stereo unspecified),4,x,8,5,-18,3,-12,7,-8,4
Cc1cc(S(=O)(=O)NC(C)c2nnc3ccccn23)ccc1Br (stereo unspecified),6,2,0,0,2,-9,-1,5,-1,2
Cc1ccc(N/C=C2\C(=O)N(c3ccc(F)cc3F)C(c3cccnc3)S2(=O)=O)cc1 (stereo unspecified),4,7,5,2,3,-2,1,3,-3,-3
Cc1nc(Sc2cccn2C)c(C(F)(F)F)c(=O)[nH]1,-9,4,-3,5,5,-5,6,0,1,3
COc1ccc(/C=C2\C(=O)NC(=S)N2C(=O)c2ccc(C)cc2)cc1,-29,-69,0,-1,-5,-10,-4,6,-55,58*

# In a second layout: three of the compounds above.
# Below each compound: mABHD4 FP | HTRA1 inhibitor | MBD2 inh | UHRF1 MBD2 ctr | GC-A act | TCR-CD3 inh | GC-B act | PRMT1 inh | SIAE primary | rCAG binder
> Cc1nc(Sc2cccn2C)c(C(F)(F)F)c(=O)[nH]1
  -9 | 4 | -3 | 5 | 5 | -5 | 6 | 0 | 1 | 3
> CC(C)Sc1nnc([C@H](C)NC(=O)OC(C)(C)C)o1
  -4 | -5 | 0 | 4 | 4 | -4 | -4 | 3 | -1 | 1
> CN(CC(=O)NCCN1CCN(Cc2ccccc2)CC1)S(=O)(=O)c1cccc2nsnc12
  -7 | 0 | -3 | 0 | 3 | -6 | 2 | 2 | -2 | -5

# Printed as active in PRMT1 inh, among the entries above:
canonical_smiles | HTRA1 inhibitor | MBD2 inh | GC-A act | TCR-CD3 inh | GC-B act | PRMT1 inh | SIAE primary
CCOCCCNC(=O)c1cc2c(s1)-c1ccccc1SC2 | -26 | -11 | 1 | 0 | -2 | 40* | -15

# (further entries)
SMILES,mABHD4 FP,HTRA1 inhibitor,MBD2 inh,UHRF1 MBD2 ctr,GC-A act,TCR-CD3 inh,GC-B act,PRMT1 inh,SIAE primary,rCAG binder
CC1CCCN(S(=O)(=O)c2cccc(-c3cn4cccnc4n3)c2)C1 (stereo unspecified),-2,1,7,6,-7,-6,-7,4,-4,3
O=C(c1ccc(Cl)cc1)N1CCC(C(=O)N2CCCc3ccccc32)CC1,2,-3,1,-1,-1,1,-6,-2,2,-7
O=[N+]([O-])c1ccc2cccnc2c1,-2,1,-8,-2,-1,9,0,-2,-3,1
COc1cccc(CNC(=O)c2ccccc2N)c1,2,-17,-2,-1,0,4,0,0,-6,0
Cc1ccc(/C=C/C(=O)O)cc1S(=O)(=O)NC1CCS(=O)(=O)C1 (stereo unspecified),-7,4,4,4,2,6,-4,-1,-8,1

# Assay outcomes: PubChem, several laboratories
